iPSC survival up = increases survival of single human iPS cells. actives 0.044% (n = 360,000). survival enhancement, % at 20 µM. hiPSC single-cell survival, ATPlite luminescence; 100% = ROCK inhibitor wells, 0% = DMSO; in the data active = survival enhancement above about 18%;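 note: cells exposed to compounds for 16 hours before the ATP read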
CaV13 FRET inh = Disruptors of the CACNA1D IQ motif to Ca2+-dependent inactivation inhibitor domain association, primary screening, Förster resonance energy transfer in intact living …; inhibition, % at 12.3 µM; actives 0.098% (n = 340,000); HEK cells, CFP/YFP FRET ICDI-IQ, plate reader, 10 min; percent FRET-ratio fall versus neutral wells;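 active = mean replicate inhibition of at least 30% and at least 1% of replicates passing that level; inconclusive = only one of the two criteria is met; inactive = neither criterion is met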;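 note: 0% = median of the neutral control wells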
Granule exo inh = lytic granule exocytosis inhibition; TALL-104 LAMP-1 surface exposure, flow cytometry; cells stimulated with thapsigargin and PMA; inhibition, % at 10 µM; actives 0.66% (n = 360,000); AID 651702;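 active = inhibition above about 55%, limit read from the data; inconclusive = no clear call, values can overlap the other calls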
PDI inh = PDI (human) enzyme inhibition | P07237 | PDI insulin aggregation turbidity, A650, 90 min | inhibition, % at 10 µM | actives 0.052% (n = 350,000) | AID 588391;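 active = mean inhibition across replicates of 30% or more, whatever share of single replicates reach that level; inconclusive = mean inhibition below 30% while every single replicate reaches 30%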;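 note: absorbance from insulin aggregation driven by PDI reduction with DTT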
Target sequence (P07237 whole entry, looked up): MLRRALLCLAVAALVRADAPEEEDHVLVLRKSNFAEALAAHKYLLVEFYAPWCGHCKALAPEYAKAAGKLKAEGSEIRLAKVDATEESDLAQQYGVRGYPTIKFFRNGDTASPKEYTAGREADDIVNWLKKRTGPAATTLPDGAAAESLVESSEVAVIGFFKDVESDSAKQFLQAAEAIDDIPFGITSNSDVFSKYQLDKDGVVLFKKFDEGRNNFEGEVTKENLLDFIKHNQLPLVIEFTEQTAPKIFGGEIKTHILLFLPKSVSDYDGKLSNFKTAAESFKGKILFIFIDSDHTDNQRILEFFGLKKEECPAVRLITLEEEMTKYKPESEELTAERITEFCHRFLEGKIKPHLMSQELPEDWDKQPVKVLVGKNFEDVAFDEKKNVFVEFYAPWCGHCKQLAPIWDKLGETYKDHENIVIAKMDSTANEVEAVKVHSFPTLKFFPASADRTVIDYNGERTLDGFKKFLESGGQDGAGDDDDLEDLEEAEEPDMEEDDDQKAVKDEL
H9c2 protect = protects H9c2 cardiomyocytes from peroxide injury; H2O2 injury protection, ATPLite, 2 h; actives 0.63% (n = 360,000); protection from H2O2 cell death, % at 20 µM;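 active = compounds giving at least 50% protection of heart cells from peroxide-induced death in the single-dose screen, raw or plate-pattern-corrected value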;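 note: 0% = DMSO wells with peroxide and 100% = DMSO wells without peroxide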
Vif imaging = inhibitors of HIV Vif; HEK293T cells, Vif self-association by quenched fluorescence, imaging, 24 h; actives 0.35% (n = 340,000); inhibition, % at 7.49 µM; in the data active = inhibition above about 50%, passing the limit was not always enough; inconclusive = no clear call, values can overlap the other calls; inactive = below about 31%; note: some results filed as inactive read as strong as hits
Glyco luc inh = N-linked glycosylation inhibition; D54 ERlucT glycosylation luciferase reporter, 24 h; percent of 100 nM tunicamycin response; reporter increase, % at 12.5 µM; actives 0.23% (n = 360,000);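 active = mean luciferase reporter signal, scaled so untreated is 0 and the glycosylation-blocking control 100, at or above a set limit in every replicate; inconclusive = mean reaches the limit but not every replicate does; inactive = mean below the limit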;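 note: luciferase carries N-glycosylation sites so blocking glycosylation raises the light; 0% = median of neutral control wells and 100% = median of 100 nM tunicamycin wells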
ABCB6 inh MLPCN = blocks the human ABCB6 transporter | Q9NP58 | K562-ABCB6 porphyrin accumulation, flow cytometry, 1 h; hits give low values | fluorescence ratio to DMSO, % at 10 µM | actives 0.19% (n = 360,000);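 active = fluorescence ratio to DMSO below 75%, the collection mean minus 3 SD; inconclusive = too few cells collected in the well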;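 note: signal is porphyrin accumulated inside mitochondria; 100% equals median channel fluorescence of DMSO control wells; lower ratio means ABCB6 inhibition with less porphyrin fluorescence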
HTR2A ag = agonists of mouse serotonin 5-HT2A receptor (HTR2A) | P35363 | CHO-K1 mHTR2A beta-arrestin complementation, luminescence; percent of 30 µM serotonin response | activation, % at 7.6 µM | actives 0.66% (n = 360,000) | AID 624169;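 active = activation above a run cutoff, the mean activation of all tested compounds plus 3 SD, cut at about 14% in these data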;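 note: 0% = plate median of compound wells and 100% = 30 µM serotonin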
Target sequence (P35363 whole entry, looked up): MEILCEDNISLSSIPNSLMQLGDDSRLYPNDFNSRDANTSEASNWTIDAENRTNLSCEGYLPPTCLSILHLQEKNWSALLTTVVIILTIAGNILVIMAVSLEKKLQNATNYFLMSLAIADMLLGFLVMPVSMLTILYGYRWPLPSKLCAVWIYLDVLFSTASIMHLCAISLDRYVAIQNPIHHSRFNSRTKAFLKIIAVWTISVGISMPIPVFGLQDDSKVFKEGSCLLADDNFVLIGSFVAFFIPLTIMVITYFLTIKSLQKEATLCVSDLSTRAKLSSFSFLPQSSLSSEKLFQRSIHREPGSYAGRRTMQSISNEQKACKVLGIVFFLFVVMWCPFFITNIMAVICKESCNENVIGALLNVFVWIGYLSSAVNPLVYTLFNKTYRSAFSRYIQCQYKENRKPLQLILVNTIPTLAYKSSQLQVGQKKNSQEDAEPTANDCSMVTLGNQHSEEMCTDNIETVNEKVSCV
aDG glyco act = increases alpha dystroglycan glycosylation; Pro5-aDG cells, alpha-DG glycosylation AlphaScreen (IIH6); 0% Pro5, 100% B10-LARGE cell signal; activation, % at 10 µM; actives 0.22% (n = 360,000);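 active = activation of at least 8% versus controls, or a plate z-score of at least 8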;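 note: Pro5 are CHO cells carrying HIG-tagged alpha-DG that lacks glycosylation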
Numbers without * were called inactive; ? = inconclusive; · = no result given.

SMILES	iPSC survival up	CaV13 FRET inh	Granule exo inh	PDI inh	H9c2 protect	Vif imaging	Glyco luc inh	ABCB6 inh MLPCN	HTR2A ag	aDG glyco act
O=C1CCCc2c1cnc1ncnn21	3.2	-4	0	23	3	-3	2	99	3	0.1
Cc1cc(C)cc(NC(=O)CN2C(=O)NC(Cc3c[nH]c4ccccc34)C2=O)c1 (configuration not stated)	-2.0	-2	18	-8	-3	-1	1	97	3	-0.1
Cc1ccc2[nH]cc(CCNC(=O)CN3C(=O)c4ccccc4C3=O)c2c1	1.5	-4	-9	-1	6	-3	3	102	4	-0.2
Cc1cc(-n2c(C)cc(C(=O)COc3ccc([N+](=O)[O-])cc3)c2C)no1	0.7	-4	-4	1	-14	1	-8	95	-1	-0.7
O=C(Cn1[nH]c(=O)c2ccccc2c1=O)OCC(=O)c1ccc(Br)cc1	1.0	-5	2	-6	10	-5	1	93	8	0.2
OC[C@H]1O[C@@H](n2cnc3c(NC4CCCC4)nc(Cl)nc32)[C@H](O)[C@@H]1O	2.2	-5	0	-2	-5	5	0	99	1	-0.3
Cc1csc(SCC(=O)Nc2ccc(Cl)cn2)n1	3.5	-4	-1	-11	7	-4	2	93	-2	0.2
Cc1ccc(C2C3=C(CC(C)(C)CC3=O)N=C3c4ccccc4C(=O)C32)cc1 (configuration not stated)	0.7	-5	28	0	18	-3	-4	96	-7	0.0
Cc1cnc(N=Nc2ccccc2)[nH]1	-1.5	-6	-4	-4	-11	5	-3	101	-7	0.5
COc1cc(/C=N/Nc2cccc(C)c2)ccc1OC(=O)c1cccs1	-1.4	-6	2	-3	-5	9	1	97	1	-0.4
COc1ccc(C(=O)NCc2nnc(SCC(=O)Nc3nc4ccccc4s3)o2)cc1OC	4.8	-6	-4	0	9	5	1	98	-4	0.0
CCOc1ccc(-c2nc(CSCC(=O)NC3CC3)c(C)o2)cc1	-0.2	·	20	15	1	-9	4	99	-5	0.1
COc1ccc(-c2nc(C#N)c(NCc3ccccc3Cl)o2)cc1	-1.1	-5	4	-4	-1	-4	-1	90	-9	-0.2
O=C(CSC1=NCCS1)N1N=C(c2cccs2)CC1c1ccc(F)cc1 (configuration not stated)	-0.4	-13	2	5	8	-5	-1	96	-4	-0.2
O=C(CCCc1ccncc1)c1ccccc1	-1.3	-3	-4	-11	-2	-4	-5	107	-2	0.0
COc1cccc(NC(=O)CN(C)S(=O)(=O)c2ccc3c(c2)n(C)c(=O)c(=O)n3C)c1	-0.4	-6	1	0	13	0	1	96	4	0.0
Cn1cccc1C(=O)N1CCN(S(=O)(=O)c2ccccc2)CC1	-0.4	-6	-1	-3	7	19	-1	101	-2	-0.1
COc1ccc2occ(NC(C)=O)c2c1	3.2	-5	0	1	-4	-11	-2	101	2	-0.1
Cc1cc(=O)oc2c(C)c(OCC(=O)NCCCN3CCCC3=O)ccc12	-0.5	-6	3	5	0	4	1	104	2	-0.1
CCCn1cc2c(c1-c1ccc(C)cc1)c(=O)n(C)c(=O)n2C	-0.1	-5	0	15	1	10	1	106	0	0.5
CCCn1c(CC)nc([N+](=O)[O-])c1Sc1ccc(F)cc1	-2.0	-5	3	-5	7	1	-1	98	-7	0.9
CC(C)=CCc1c(O)ccc(C(=O)Cc2ccccc2)c1O	-2.2	-1	1	3	-26	3	1	64*	-3	0.2
N#CCCN(Cc1ccccc1)S(=O)(=O)c1cccs1	0.1	-4	-1	-3	-1	6	1	99	-3	0.0
COc1ccc(-c2csc(Nc3cccc(C)n3)n2)cc1	-0.3	-19	-10	8	-11	-14	-9	99	12	-0.1
COc1cc(C(=O)N/C(=C\c2cn(C)c3ccccc23)C(=O)NCCCN2CCOCC2)cc(OC)c1OC	-0.4	-2	-2	-5	-5	-4	2	107	-1	0.1
CNC(=O)COc1coc(CN2CCN(c3ccc(F)cc3)CC2)cc1=O	-0.4	-3	27	3	5	0	-1	107	-3	-0.2
CCN(CC)C(=O)C(C)N(C#N)c1nc(SC)nc(N(C)C)n1 (configuration not stated)	0.3	-5	-7	11	-4	·	2	96	6	0.3
CCCP(=O)(CCC)CCP(=O)(c1ccccc1)c1ccccc1	-0.7	-3	-2	-14	1	3	1	90	4	-0.1
CC(=O)Nc1ccc(/C=N/NC(=O)c2cccs2)cc1	-0.8	4	-1	2	13	-1	-2	94	-1	0.7
COc1ccc(NC(=O)c2cc(C)no2)cc1OC	-0.5	-17	5	2	4	-13	2	84	1	0.0
CCOC(=O)c1sc(NC(=O)CSc2nnc(C)s2)c(C(=O)OCC)c1C	-1.2	-5	-1	2	8	-8	-4	94	2	0.3
Cc1ccc(-n2c(Cc3cccs3)nnc2SCC(N)=O)cc1	0.9	-8	0	5	6	1	0	106	-5	0.0
CC(O)C1CCC2C3CC[C@H]4CC(O)CCC4(C)C3CC3(OCCO3)C12C (some centres not stated)	-0.7	-5	3	9	7	0	0	99	1	-0.1
O=C(c1ccco1)c1cn(CC(=O)N2CCCCCC2)c2ccccc12	0.8	-2	2	-1	-2	-7	1	96	0	0.1
O=C(Nc1ccc(F)cc1F)c1ccco1	-2.5	-4	-1	4	0	3	-3	104	1	0.5
C=CCC(C=C)[N+]1(CC(=O)OC)CCCCC1 (configuration not stated)	0.2	6	1	11	4	11	0	101	5	0.2
COc1cccc(CNC(=O)CSc2ccc(-c3cccs3)nn2)c1	0.0	0	-8	1	-6	3	1	109	-6	0.1
CC(C)CNC1CS(=O)(=O)CC1O (configuration not stated)	0.4	-2	-4	2	-3	-3	-1	96	3	0.1
Cc1cc(C)nc(SCC(CSc2nc(C)cc(C)n2)C(=O)O)n1	-0.6	3	2	1	13	27	0	95	-4	-0.1
O=C(NC(Cc1ccccc1)C(=O)N1CCCC(C(F)(F)F)C1)c1ccccc1 (configuration not stated)	-0.3	-2	14	0	21	14	-2	95	-1	0.1
COc1ccc(-c2cc(C(=O)NC(C)C)no2)cc1	-0.2	-5	-2	-9	-6	-7	-8	94	2	0.4
COc1ccc(CNC(=O)C[C@H]2C[C@H](C(=O)N3CCCCC3)[C@@]3(C)c4[nH]c5cc(CCC(=O)N(C)C)ccc5c4CCN3C2=O)cc1OC	-2.4	-6	-4	1	14	-4	1	105	-3	1.7
Cc1ccc(NC(=O)CCc2c(C)nn(-c3ccc(N4CCOCC4)nn3)c2C)cc1C	-0.5	-3	2	-1	4	7	-2	95	0	-0.3
Cc1ccc(-c2nn(-c3ccccc3)cc2C(=O)N2CCN(C3CCS(=O)(=O)C3)CC2)cc1 (configuration not stated)	-0.5	-3	-16	7	5	3	0	96	-1	-0.4
Cn1cc(C=O)c2cc(F)ccc21	1.6	3	-10	1	16	7	0	101	4	-0.2
Cn1c(NC(=O)c2ccc(F)cc2)nc2ccccc21	-0.8	-2	-6	-2	-9	-1	-9	101	-2	-0.1
Cc1cc(C(=O)N2CCCC(C(=O)c3ccc(Oc4ccccc4)cc3)C2)n[nH]1 (configuration not stated)	-0.5	-15	0	-8	-8	-5	-7	93	1	0.0
C/C(=N/NC(=O)c1nnn(-c2nonc2N)c1-c1ccccc1)c1ccc2c(c1)OCO2	0.4	-5	24	-4	1	-8	1	104	5	-0.1
O=C(COC(=O)CC12CC3CC(CC(C3)C1)C2)Nc1cccnc1Cl	-0.6	-3	-1	-2	-10	4	0	103	-1	-0.1
O=C(COC(=O)C1CC1)NCc1ccc(Cl)cc1Cl	0.6	-5	13	1	-5	-17	-3	99	-2	0.3
Cc1ccc(S(=O)(=O)N(CC(=O)Nc2ccc(C)cc2C)C(=O)N2CCN(C)CC2)cc1	-0.4	-6	2	12	1	5	2	98	4	0.1
Cc1cc(C(=O)N/N=C2\CC(=O)CC(C)(C)C2)n[nH]1	1.3	·	-3	-5	8	15	0	99	4	-0.1
O=C(O)C1(NS(=O)(=O)c2ccc(Cl)cc2)CCCCC1	0.6	-4	-2	10	4	-2	1	103	3	0.0
Cc1ccc(OCC(=O)Nc2ccc3c(c2)nc(CCN2CCCCC2)n3C)cc1	-0.3	-7	2	4	9	-2	-6	101	-11	0.3
Clc1nc(-c2ccccn2)nc2scc(-c3ccccc3)c12	-2.5	-6	-4	-1	-8	-10	-14	83	-1	1.2
C[C@H](CO)N1C[C@H](C)[C@@H](CN(C)S(=O)(=O)c2ccccc2)Oc2ccc(NC(=O)C3CC3)cc2C1=O	0.6	-3	-4	2	14	-1	1	104	3	-0.1
CCOC(=O)c1ccccc1NS(=O)(=O)c1ccc(C)cc1	-2.2	-4	-2	0	-14	3	3	96	-7	0.2
Cc1cc(NO)nc(-c2ccc(Br)cc2)n1	-0.8	-3	-3	-2	-5	-1	3	130	-1	0.8
CC1=CN2C(=NC(=O)CC2(C)C(=O)N(CC(=O)NC2CCCC2)Cc2ccc(Cl)cc2)C=C1 (configuration not stated)	-0.6	-4	-7	8	0	0	1	86	-4	-0.1
Cc1cccc(C(=O)Nc2cccc3cccnc23)c1	-0.6	?	-11	-6	-2	-1	0	90	-1	0.0
Other records follow:
SMILES	iPSC survival up	CaV13 FRET inh	Granule exo inh	PDI inh	H9c2 protect	Vif imaging	Glyco luc inh	ABCB6 inh MLPCN	HTR2A ag	aDG glyco act
O=C(Nc1ccccc1N1CCOCC1)c1ccc([N+](=O)[O-])cc1	-0.2	-5	-2	10	2	-1	0	93	-2	-0.1
CC(C)OC(=O)CSc1nc(Cc2cccs2)nc2ccccc12	0.4	-3	-1	-6	-3	7	1	104	-4	-0.2
CCOC(=O)N1CCN(S(=O)(=O)N2CCCC(C(=O)NCCCN3CCCCC3)C2)CC1 (configuration not stated)	1.1	-6	-2	-4	0	-6	0	101	2	-0.3
CCOC(=O)c1ccc(NC(=O)c2cc(F)c(F)cc2Cl)cc1	-0.2	-4	0	1	1	?	-1	99	-2	0.7
CC(C)(C)C1CCc2onc(C(=O)O)c2C1 (configuration not stated)	-2.1	0	-2	2	-6	16	0	98	2	0.0
CCOC(=O)c1c(NC(=O)c2c(Br)cnn2C)c(C#N)nn1-c1ccccc1	-2.6	-9	0	1	12	-15	-3	96	3	-0.1
O=C(CN1C(=O)c2ccccc2C1=O)Nc1cccnc1	4.6	-5	8	4	-9	12	0	94	-2	-0.1
CCO[C@@H]1OC(C(=O)NCc2ccccc2)=C[C@H](c2cn(C(C)=O)c3ccccc23)[C@H]1CCCO	-2.3	-12	-1	1	7	0	-2	102	10	-0.1
O=C(O)CSc1c(-c2cccs2)[nH]c2ccccc12	1.1	-3	0	-9	-3	-29	5	97	16*	-0.3
CN(CCc1ccccn1)C(=O)CCC1CCCN(C(=O)c2n[nH]c3c2CCCC3)C1 (configuration not stated)	-0.5	-7	1	-4	2	-1	2	97	4	-0.1
COc1ccc(NC(=O)c2[nH]c(C)c(C(C)=O)c2C)cc1	-0.5	1	-2	3	-2	1	0	94	0	-0.1

Compounds as they come. Share with any hit: about 3.1%.
